From PubChem
Peg3 imprint = induces erasure of genomic imprints in mouse ES cells; mouse ES Peg3-LacZ reporter, beta-gal luminescence, 40 h; Potency, µM (highest dose often 60.7 µM), for inactives: at the highest dose activity change, positive = activation, most hits filed as activators; actives 0.02% (n = 110,000);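 also: 0% = negative control wells on the plate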
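Readout: BetaGlo luminescence (5 min, room temp) for LacZ from the normally silent maternal Peg3 allele in female Peg3LacZ-Neo ES cells. Cells 300/well, 40 h, 37C, 5% CO2. Data normalized per plate to negative controls.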
p53ts 39C tox = cytotoxicity in p53ts cells at nonpermissive temperature | H1299-p53A138V viability at 39C, ATP luminescence, 24 h | Potency, µM (highest dose often 46.1 µM), without a hit: at the highest dose activity change, negative = cell killing, hits mostly cytotoxic | actives 1.5% (n = 130,000); also: nearly all actives have a fitted effect of over 55% in size
p53ts 32C tox = p53ts cell cytotoxicity, permissive temperature | H1299-p53A138V at 32C, ATP luminescence viability, 24 h | actives 0.93% (n = 130,000) | Potency, µM (titrated, usually from 46.1 µM), for the others: top-dose activity change, negative = cytotoxicity, hits mostly cytotoxic;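 also: 0% = DMSO and -100% = full killing by reference compound; nearly all actives have a fitted effect of over 55% in size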
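H1299-p53 A138V cells (temperature-sensitive p53) exposed 24 h to up to 46 uM compound at 32C, where p53 is wild-type in conformation. Viability read as ATP luminescence and normalised to DMSO and 100 uM tamoxifen. AC50 fitted with the Hill equation.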
IkB sig inh = IkB pathway inhibition in ABC-DLBCL cells | ABC-DLBCL IkBa-CBG/CBR dual luciferase ratio, 4 h; response scale: scaled: untreated 0%, proteasome inhibitor 100% | actives 0.04% (n = 110,000) | Potency, µM (titrated, usually from 57.1 µM), for the others: top-dose IkBa stabilization activation; active = well fitted curve in the direction sought with a large enough effect in the signal ratio, not every such curve was filed as active; inconclusive = small, poorly fitted or top-dose-only effect, or a change in a side signal; the % refers to the signal ratio;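 also: the direction sought is a rising ratio; 0% = basal untreated cells and 100% = reference inhibitor full response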
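Curves were fitted separately to fusion (green), unfused (red) and ratio luminescence, then classed by r2, magnitude and activity. Cells: OCI-Ly3, 4 h compound plus doxycycline at 37C; 10 uM MG-132 defined full response.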
Numbers without * were called inactive; ? = inconclusive; . = not tested or not shown; [ ] = dose if it differs, or a comment. Unless noted, calls follow the shape of the dose curve; as a rule, active = well fitted curve in the direction sought with a large enough effect; inconclusive = small, poorly fitted or top-dose-only effect, or another doubt; inactive = no such curve, though single readings can be large; an effect the other way counts as inactive or inconclusive. Unless noted, % is scaled to controls: 0 for no effect and ±100 for the full control effect; potency is read from the fitted curve at half-maximal effect.

SMILES	Peg3 imprint	p53ts 39C tox	p53ts 32C tox	IkB sig inh
CCCCCCn1c(N2CCC(C(N)=O)CC2)nc2c1c(=O)[nH]c(=O)n2C	4%	-1%	-4%	-0.6%
CCOC(=O)CNC(=O)c1ccccc1Br	-22%	-12%	-14%	5.2%
CCOc1ccccc1-n1ccnc(NCc2ccc(F)cc2)c1=O	-3%[10.9 µM]	-6%	-1%	-1.6%
CC1C(=O)C(C)C(c2cccs2)NC1c1cccs1 (stereo unspecified)	-4%	12%	-3%	3.4%
CCOC(=O)CNC(=O)c1sc(NC(=O)c2ccccc2F)nc1C	-92%[inhibitor]	-22%	-22%	?
Cc1ccc(CCNS(=O)(=O)c2c(C)nc3sc(C)c(C)n3c2=O)cc1	-10%[10.9 µM]	-15%	0%	?
COc1ccc(OC)c(NC(=O)Cn2cc(C(=O)c3ccco3)c3ccccc32)c1	-27%	-3%	9%	?
O=C(O)CCc1ccc(-c2ccc(Cl)cc2)n1Cc1ccco1	?	-1%	-1%	-0.2%
Cc1ccc(C2CC(=O)N(Cc3ccccc3)c3c2c(C)nn3-c2nc(C)cc(C)n2)cc1 (stereo unspecified)	-18%[10.9 µM]	10%	-5%	?
Cc1cc(C(=O)N[C@@H](c2ccccc2)[C@]2(C)C[C@H]2[C@@H](C)C(=O)Nc2ccc3ccccc3c2)no1	-10%	-3%	6%	.
Cc1noc(C)c1-c1nc(N2CCN(C)CC2)c2ccccc2n1	-1%	-10%	6%	-1.7%[11.4 µM]
Cc1c(NC(=O)COc2ncnc3ccccc23)c(=O)n(-c2ccccc2)n1C	14%	6%	8%	0.9%
Cn1c(=O)c2c(nc(CN3CCOCC3)n2CC(=O)c2ccccc2)n(C)c1=O	8%	-3%	1%	-1.2%
COc1nc2c(s1)C(=O)NCCC2	3%	16%	-10%	1.7%
CC(=O)NC(CCS(C)(=O)=O)C(=O)Nc1ccc2c(c1)OCCO2 (stereo unspecified)	-10%	3%	3%	-0.5%
CC(C)(C)CC(=O)Nc1ccc(C(N)=O)cc1	.	-2%	-10%	.
O=C(NCC(c1cccs1)S(=O)(=O)c1cccs1)c1c(F)cccc1F (stereo unspecified)	-8%[10.9 µM]	-1%	-3%	0.2%
COCCNc1nc(SCC(=O)N2CCN(c3ccccc3)CC2)nc2ccccc12	-17%	-13%	-1%	1.0%
CC1=C(\C=C/C(C)=C/C=C\C(C)=C\C(=O)O)C(C)(C)CCC1	-22%	5%	22%	?
C=CCN(C(=O)CNC(=O)c1ccco1)C(C(=O)NC1CCCCC1)c1ccc(OC)cc1 (stereo unspecified)	.	5%	3%	.

Complete entries from above:
CC1=C(\C=C/C(C)=C/C=C\C(C)=C\C(=O)O)C(C)(C)CCC1 is listed with Peg3 imprint = -22%; p53ts 39C tox = 5%; p53ts 32C tox = 22%; IkB sig inh = ?
Cc1noc(C)c1-c1nc(N2CCN(C)CC2)c2ccccc2n1 is listed with Peg3 imprint = -1%; p53ts 39C tox = -10%; p53ts 32C tox = 6%; IkB sig inh = -1.7%[11.4 µM]

Next section
SMILES	Peg3 imprint	p53ts 39C tox	p53ts 32C tox	IkB sig inh
CCNc1nc(Oc2ccc(=O)[nH]n2)nc(SC)n1	-3%	0%	-2%	-0.1%
Cc1onc(-c2ccccc2)c1C(=O)N1CCN(S(=O)(=O)c2ccc3c(c2)OCCO3)CC1	-13%	7%	3%	1.7%
Cc1noc(C)c1COC(=O)c1cccc(S(=O)(=O)N2CCCCCC2)c1	-9%	-3%	-3%	?
COc1ccc(Cl)cc1NC(=O)C(C)Sc1nc2c(c(=O)[nH]1)CCCC2 (stereo unspecified)	-6%[10.9 µM]	-9%	1%	-1.0%
c1ccc2sc(N3CCN(Cc4nnnn4CC4CCCO4)CC3)nc2c1 (stereo unspecified)	-15%	-6%	-5%	1.6%
COc1ccc(OC)c(NC(=O)CSc2ncccc2C(=O)O)c1	-2%	-5%	-1%	?
N#Cc1cccc(-c2cc(NCc3cccs3)ncn2)c1	19%	-12%	4%	-3.1%[11.4 µM]
CC(=O)c1cc2c(cc1NC(=O)Nc1cccc(Cl)c1)OCCO2	0%	7%	-17%	2.2%
CCc1ccc(NC(=O)C2CCN(c3nn4c(=O)cc(C)nc4s3)CC2)cc1	2%[10.9 µM]	-9%	9%	0.6%
CC(C)c1ccccc1NC(=O)CN1C(=O)c2cccc3cccc1c23	-14%[10.9 µM]	9%	-3%	1.9%
CC(C)COC(=O)N(C)c1ccc(C(O)(C(F)(F)F)C(F)(F)F)cc1	-13%	-6%	-9%	?
CCc1ccc(CN2CCc3nc(Nc4ccccc4)ncc3C2)cc1	-13%[10.9 µM]	?	-21%	?
O=C(c1ccccc1)N(Cc1cccs1)C1CCS(=O)(=O)C1 (stereo unspecified)	-10%	3%	3%	1.7%
Cc1ccc2nc(-c3ccncc3)c(Nc3ccc(C(C)C)cc3)n2c1	2%[10.9 µM]	17%	20%	?
COc1ccc(-c2noc(CSc3nnc(C)n3-c3cccc(C)c3)n2)cc1	-10%[10.9 µM]	-14%	-7%	?
CCOC(=O)c1c(C)c(C(=O)NCCc2ccc(OC)cc2)c(C)n1C	-10%[10.9 µM]	-21%	1%	-1.1%
Cc1ccccc1OCC(=O)Nc1ccc(S(=O)(=O)Nc2ncccn2)cc1	-17%[10.9 µM]	-1%	0%	-1.2%
CC(=O)Nc1cc(CN2CCCCC2)c(O)c2ncccc12	-14%[10.9 µM]	?	10%[9.22 µM]	0.8%[11.4 µM]
CC(C)(C)c1cc(CN2CCCC(O)C2)c(O)c(C(C)(C)C)c1 (stereo unspecified)	-26%	-2%	9%	?
COc1ccc(-n2c(=O)c3c4c(sc3n(Cc3ccc(C(C)(C)C)cc3)c2=O)CCC4)c(OC)c1	-13%[10.9 µM]	11%	13%	2.5%
O=C(c1ccncc1)N1CCC2(CCCN(Cc3ccccc3)C2)CC1	.	5%	-6%	1.4%[11.4 µM]
CN(C)CCN1CC(C(=O)O)CC1=O (stereo unspecified)	6%	3%	-10%	0.4%
COc1ccc(C(=O)Nc2cc(C(F)(F)F)ccc2N2CCN(c3ccccc3)CC2)cc1OC	-6%[10.9 µM]	20%	2%	-2.9%
Cc1c(NC(=O)c2cc3nc(-c4ccc(Br)cc4)cc(C(F)(F)F)n3n2)c(=O)n(-c2ccccc2)n1C	.	-5%	?	.
CC(C)C(=O)Nc1ccc(C(=O)c2ccccc2)cc1	.	0%	-8%	.
Cc1cc(C)c2oc(-c3cccc(NC(=O)COc4ccccc4Cl)c3C)nc2c1	-7%[10.9 µM]	-23%	-14%	-2.2%
C=CCn1c(CCNC(=O)C(C)(C)C)nc2ccccc21	21%	0%	-3%	-0.7%
Cc1ccc(C)c(N2CCN(C(=O)c3ccc4c(c3)c(C)c(C)n4C)CC2)c1	4%[10.9 µM]	?	-13%	?
CC(=O)c1ccc(N2CCCCCC2)c(F)c1	-10%	5%	-3%	0.7%
CCn1cc(C(=O)O)c(=O)c2cc(F)c(N3CCNCC3)cc21	-18%	-3%	6%	-2.1%[25.6 µM]
COc1ccc(NC(=O)Nc2nc3c(s2)CCCC3)cc1	.	-26%	-17%	.
Clc1ccc(-n2nnnc2-c2ccccc2)cc1	-5%	0%	2%	-0.3%
Cn1cc(SCC(=O)NCC2CCCO2)c2ccccc21 (stereo unspecified)	-8%	-4%	6%	3.0%
COc1ccc(OC)c(C(=O)c2oc3ccccc3c2NC(C)=O)c1	-11%	-13%	2%	-0.1%
CC(C)NC(=O)c1ccc(-n2c(-c3ccccc3)cc3c2CCCCC3)cc1	-7%[10.9 µM]	-11%	14%	?
Cc1nc(N2C(=O)c3oc4ccccc4c(=O)c3C2c2cccc(OCCC(C)C)c2)sc1C (stereo unspecified)	-5%[10.9 µM]	5%	-5%	4.9%
O=C(O)c1cc(-c2ccco2)nc2ccc(Br)cc12	16%	-15%	-9%	4.4%
COc1ccc(OC)c(CN(CCCN2CCOCC2)S(=O)(=O)c2ccc(NC(C)=O)cc2)c1	-4%	-7%	-2%	-1.8%
CC1(C)OC(=O)C(=CNc2cccc(O)c2)C(=O)O1	-8%	-3%	0%	-0.8%
CCOC(=O)c1ccccc1NC(=O)NC(C)c1c(-n2cccc2)sc(C)c1C (stereo unspecified)	-5%[10.9 µM]	-25%	6%	-0.5%

Some entries already given, limited to p53ts 39C tox, Peg3 imprint and IkB sig inh:
Compound	p53ts 39C tox	Peg3 imprint	IkB sig inh
CC1(C)OC(=O)C(=CNc2cccc(O)c2)C(=O)O1	-3%	-8%	-0.8%
c1ccc2sc(N3CCN(Cc4nnnn4CC4CCCO4)CC3)nc2c1 (stereo unspecified)	-6%	-15%	1.6%
Cc1cc(C(=O)N[C@@H](c2ccccc2)[C@]2(C)C[C@H]2[C@@H](C)C(=O)Nc2ccc3ccccc3c2)no1	-3%	-10%	.
Cn1cc(SCC(=O)NCC2CCCO2)c2ccccc21 (stereo unspecified)	-4%	-8%	3.0%
Cc1ccccc1OCC(=O)Nc1ccc(S(=O)(=O)Nc2ncccn2)cc1	-1%	-17%[10.9 µM]	-1.2%
Cc1nc(N2C(=O)c3oc4ccccc4c(=O)c3C2c2cccc(OCCC(C)C)c2)sc1C (stereo unspecified)	5%	-5%[10.9 µM]	4.9%

Going on with the list.
SMILES	Peg3 imprint	p53ts 39C tox	p53ts 32C tox	IkB sig inh
CN(N=O)C(=O)N[C@H]1C(O)OC(CO)[C@@H](O)[C@H]1O (stereo partly specified)	5%	-12%	-1%	0.1%
CCn1c(CN2CCOCC2)nc2cc(NC(=O)c3cccc([N+](=O)[O-])c3)ccc21	-9%[10.9 µM]	9%	-6%	?
OC[C@@H]1O[C@@H](n2cnc3c(Nc4ccccc4)ncnc32)[C@@H](O)[C@H]1O	.	-22%	-22%	?
O=C(CCS(=O)(=O)c1ccc(Br)cc1)N1CCN(Cc2ccccc2)CC1	-18%	5%	-1%	-0.4%
CSc1ccc(CNC(=O)c2cc3cc(S(=O)(=O)N4CCCCC4)ccc3n2C)cc1	-13%[10.9 µM]	-3%	0%	2.8%
Cc1cccc(-c2noc(-c3cccnc3NCc3ccccc3Cl)n2)c1	19%[10.9 µM]	8%	-2%	?
COc1cccc(CNC(=O)CSc2c3c(nc4cc(Cl)ccc24)CCCC3)c1	-15%[10.9 µM]	24%	6%	?
CC(C)c1ccc(OCC(=O)Nc2cc(-c3ccccc3)no2)cc1	5%[10.9 µM]	?	-24%	?
CN(C)S(=O)(=O)c1cc(C(=O)NCC2CCCO2)c(Cl)cc1Cl (stereo unspecified)	-2%	6%	6%	3.5%
CN(CC(=O)N1CCCC1)S(=O)(=O)c1cc(Cl)ccc1Cl	-2%	-2%	3%	-0.8%
CCNc1nc2c(c(=O)[nH]c(=O)n2C)n1CC(O)COc1ccc(Cl)cc1Cl (stereo unspecified)	-28%[10.9 µM]	-6%	4%	0.6%
Cc1ccc(Cl)cc1N(C)C(=O)c1sc2nc3n(c(=O)c2c1C)CCCC3	28%[10.9 µM]	-29%	-3%	1.5%
CCc1ccc(C2CC(c3ccccc3)n3ncnc3N2)cc1 (stereo unspecified)	-17%	-12%	-3%	-0.6%
COCC(=O)N1CCC[C@@]2(CCN(Cc3ccccc3OC)C2)C1	.	-2%	5%	1.2%[11.4 µM]
CCc1ccc2c(c1)c(=O)c(C(=O)c1ccc(C)cc1)cn2CC(=O)Nc1ccccc1C	1%[10.9 µM]	-5%	2%	?
Cc1noc(Cn2c(=O)c3ccccc3n(CC(=O)Nc3ccccc3C(F)(F)F)c2=O)n1	11%[10.9 µM]	-7%	12%	0.8%
CC(C)OC(=O)CSc1nnc(-c2ccccn2)n1C	4%	1%	-4%	-0.5%
CN(CC(=O)Nc1ccc(F)cc1F)S(=O)(=O)c1ccc(C(=O)N2CCOCC2)s1	-10%[10.9 µM]	-16%	-5%	?
COc1ccc(-c2onc(C)c2C)cc1S(=O)(=O)NCC1CCN(Cc2cc(C)ccc2C)CC1	-13%[10.9 µM]	?	3%	?
Cc1cccc(NC(=O)CSc2nnc(-c3ccc(S(=O)(=O)N4CCOCC4)cc3)n2C)c1	-19%	-8%	-4%	1.3%
COc1cc(OC)cc(C(=O)Nc2ccc3c(c2)CCCN3C(=O)c2cccs2)c1	-14%[10.9 µM]	-8%	?	6.7%
O=C(CCCc1ccccc1)NCCCN1CCOCC1	-4%	9%	-5%	-0.8%
Cc1ccc(-c2nc3ccccc3n3c(-c4ccccc4)c4c(=O)n(C)c(=O)n(C)c4c23)cc1	7%[10.9 µM]	10%	4%	-2.5%
Cc1cc2c(ccc3[nH]onc32)n1	0%	-11%	-13%	9.1%
